Screens deposited in PubChem by University of Kansas High Throughput Screening Laboratory.
Pf apPOL inh = Pf-apPOL inhibitors, biochemical, fluorescence; actives 0.25% (n = 210,000); inhibition, % at 10 µM; Plasmodium falciparum apicoplast DNA polymerase (apPOL); Recombinant Pf-apPOL, molecular beacon fluorescence, 1.5 h
mHTT CaM bind = mutant huntingtin-calmodulin interaction inhibitors – biochemical, AlphaScreen, primary screen. AlphaScreen His-mHTT/GST-CaM binding, luminescence. P42858. AID 1671202, 2021. inhibition, % at 15 µM. actives 3.6% (n = 190,000);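 note: 0% = both proteins with DMSO and 100% = one protein alone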
* = called active by the depositor; nt = no result given; & = joins results of further samples. Cut-off read from the data, not from the text of the source: active = inhibition above about 50%; inactive = the rest. These rows are one share of the data, so the mix of outcomes need not match the whole.

Below each SMILES – mHTT CaM bind | Pf apPOL inh
Cn1cc(CC(=O)NCc2ccco2)c2ccccc21
 : 0 | -3
COc1ccc([N+](=O)[O-])cc1C(=O)Nc1ccc(Br)cc1C(=O)O
 : 4 | -3
O=c1[nH]cc(CO)c(=O)[nH]1
 : -8 | nt
CCCCOc1ccc(C(=O)Nc2c3c(nn2-c2ccc(OC)cc2)CSC3)cc1
 : 22 | -9
COc1ccc(CCC(=O)Nc2cc(F)c3nc(N4CCOCC4)ccc3c2)cc1
 : -12 | 0
Cc1cc(C)nc(Nc2nc(C(=O)N3CCN(c4ccccn4)CC3)cs2)n1
 : 34 | -9
Oc1[nH]c2ccccc2c1C=NCCCN1CCOCC1
 : -2 | -12
COC(=O)C(NC(=O)N1CCC(c2cc(-c3cccc(OC)c3)n[nH]2)CC1)c1ccccc1 (stereo unspecified)
 : 18 | 3
N#CC1=C(N)Oc2n[nH]c(-c3ccncc3)c2C1c1cc2c(cc1Br)OCO2 (stereo unspecified)
 : 11 | -5
COCC(=O)NC1CC(O)C(CO)C1 (stereo unspecified)
 : -3 | -2
Cc1[nH][nH]c(=O)c1C(c1ccc(Cl)cc1)C(C#N)C#N (stereo unspecified)
 : 12 | 11
COc1ccc(C(=O)CC2(O)C(=O)Nc3ccccc32)cc1[N+](=O)[O-] (stereo unspecified)
 : -5 | -15
CCCCn1c(-c2cccc([N+](=O)[O-])c2)nc2oc3ccc(Cl)cc3c(=O)c2c1=O
 : -3 | -5
Cn1c(=O)c2c(nc(/C=C/c3cccc(Cl)c3)n2C)n(C)c1=O
 : nt | 0
O=[N+]([O-])c1cccc(N=Cc2nc(-c3ccc(Br)cc3)oc2O)c1
 : -2 | -2
O=C(O)c1ccc(O)c(O)c1O
 : 1 | 36
O=C(Cc1ccc(Cl)cc1)Nc1cnc(N2CCCC2)nc1
 : 5 | 1
CC(C)CCN1CC(=O)N(Cc2ccccc2)C(c2ccncc2)C1=O (stereo unspecified)
 : -7 | 0
CSc1ccccc1NC(=O)C(=O)NCC1(O)CCc2ccccc21 (stereo unspecified)
 : -4 | -8
CCOC(=O)c1sc(-c2sccc2COc2ccc(Cl)cc2)nc1C
 : nt | -4
c1ccc(CC2CCN(c3nc4cccnc4s3)CC2)cc1
 : 5 | 3
Cc1ccc(C)c(N=Cc2cc3c(cc2[N+](=O)[O-])OCO3)c1
 : 66* | nt
CCN1CCN(c2ccc(N3CCC(C(=O)NCCC4=CCCCC4)CC3)nn2)CC1
 : 18 | 0
N#CCS/C(SCC(=O)c1ccc2c(c1)OCO2)=C(/C#N)C(=O)c1ccc2c(c1)OCO2
 : 14 | nt
Cc1ccc(O)c(C2NC(=O)c3c(sc4c3CCN(C)C4)N2)c1 (stereo unspecified)
 : -1 | 0
COc1ccc(N2CCN(c3nc(C(=O)N4CCCC4)cs3)CC2)cc1
 : 27 | -10
COc1ccc(-c2cc3nc4c(c(=O)n3[nH]2)CCN(C(=O)COc2ccccc2C)C4)cc1
 : 46 | 2
O=C(Nc1ccc(F)cc1)Nc1ccc(Cl)c(Cl)c1
 : -26 | -6
CS(=O)(=O)N(Cc1ccccc1Cl)c1ccc(C(=O)NCc2ccco2)cc1
 : 3 | -5
COc1ccccc1CNC(=O)c1ccc(N2CCN(c3ccccn3)CC2)c([N+](=O)[O-])c1
 : 42 | -3

7 neighbouring compounds out of the list so far, quoted:
Below each SMILES – mHTT CaM bind | Pf apPOL inh
N#CCS/C(SCC(=O)c1ccc2c(c1)OCO2)=C(/C#N)C(=O)c1ccc2c(c1)OCO2
 : 14 | nt
Cc1ccc(O)c(C2NC(=O)c3c(sc4c3CCN(C)C4)N2)c1 (stereo unspecified)
 : -1 | 0
COc1ccc(N2CCN(c3nc(C(=O)N4CCCC4)cs3)CC2)cc1
 : 27 | -10
COc1ccc(-c2cc3nc4c(c(=O)n3[nH]2)CCN(C(=O)COc2ccccc2C)C4)cc1
 : 46 | 2
O=C(Nc1ccc(F)cc1)Nc1ccc(Cl)c(Cl)c1
 : -26 | -6
CS(=O)(=O)N(Cc1ccccc1Cl)c1ccc(C(=O)NCc2ccco2)cc1
 : 3 | -5
COc1ccccc1CNC(=O)c1ccc(N2CCN(c3ccccn3)CC2)c([N+](=O)[O-])c1
 : 42 | -3

Additional results follow:
Below each SMILES – mHTT CaM bind | Pf apPOL inh
Cc1cccc(C2=NN(C(=O)CN3CCOCC3)C(c3ccccc3F)C2)c1 (stereo unspecified)
 : 36 | 4
Cc1ccnc(N2CCC(C(=O)Nc3ccc(C(C)C)cc3)CC2)n1
 : -10 | 0
Cc1ccc(-n2nc3c(c2NC(=O)c2c(F)cccc2F)CSC3)cc1
 : 25 | -104
COc1ccc(OC)c(C2C3=C(Nc4c2c(=O)[nH]c(=O)n4C)c2ccccc2C3=O)c1 (stereo unspecified)
 : 19 | -77
O=C(Nc1c2c(nn1-c1cccc(Cl)c1)CS(=O)C2)c1ccc2c(c1)OCO2 (stereo unspecified)
 : 2 | -1
C=CCCN(C(CC(C)C)C(=O)OC)S(=O)(=O)c1ccccc1Br (stereo unspecified)
 : -64 | -2
CCCN1CCN(C(=O)C2CCN(c3nccc(C)n3)CC2)CC1
 : -4 | -1
Cc1cc(NC(=O)c2ccc(S(=O)(=O)N(C)C)cc2)n(-c2nc3ccccc3s2)n1
 : -15 | -3
CC(=O)Nc1ccc(N/C=C(\C#N)c2nc(-c3ccc(Cl)cc3Cl)cs2)cc1
 : 3 | 2
CC(=O)CC[C@H]1CC[C@]2(CCCN(C(=O)c3ccc4ccccc4n3)C2)O1
 : -20 | 0
O=C(NCc1ccccc1F)C1CCN(c2nc3cccnc3s2)CC1
 : 3 | -6
CCOc1ccc(/C=C2/SC(N3CCCCC3)=NC2=O)cc1
 : 9 | -4
Nc1nonc1-c1noc(NCc2ccc3c(c2)OCO3)n1
 : -2 | nt
COc1cccc(-c2cc(C3CCN(C(=O)Nc4cccc(SC)c4)CC3)[nH]n2)c1
 : 24 | -2
CN1C(=O)C(=O)C(=C(O)c2ccc(Br)cc2)C1c1ccccc1[N+](=O)[O-] (stereo unspecified)
 : 12 | -6
COc1cc(C)nc(NS(=O)(=O)c2ccc(C)cc2)n1
 : 4&6 | 4&8
O=C(Nc1cccc(Cl)c1)Nc1nc2ccccc2[nH]1
 : 11 | -3
CCOc1ccc(CNC(=O)C(C)C2CCN(S(=O)(=O)c3c(C)noc3C)CC2)cc1 (stereo unspecified)
 : -11 | 20
COc1ccc2c(c1)c(CC(=O)O)c(C)n2C(=O)c1ccc(Cl)cc1
 : nt | -1
O=C(Nc1ccc(-c2nc3cc(Cl)ccc3o2)cc1)c1ncn[nH]1
 : 83* | -180
Cc1onc(-c2ccccc2Cl)c1C(=O)NC(C)Cc1ccccc1 (stereo unspecified)
 : -6 | 5
CC(=O)Nc1ccc(SC[C@H](Cc2ccccc2)N2CC[C@@H](N)CCC2=O)cc1
 : 8 | -6
OCC1COc2ccccc2O1 (stereo unspecified)
 : -8 | nt
O=C(NCCN1CCN(Cc2ccccc2)CC1)c1ccc2c(c1)NC(=O)C1CCCCN21 (stereo unspecified)
 : 39 | -3
c1ccc(OCCOCCn2nnc3ccccc32)cc1
 : -9 | -4
O=C(Nc1ccc(F)cc1F)N1CCN(c2ccccn2)CC1
 : -3 | 0
Cc1ccc(NC(=O)CCN2CCCCC2)cc1
 : -1 | -7
Cc1c(F)cccc1NC(=O)c1cnc(-c2ccc(F)cc2)nc1-c1ccncc1
 : 13 | 77*
O=C(CCCc1ccccc1)N1CCc2ccccc21
 : -19 | -8
CCOc1cc(/C=C(\C#N)c2nc(-c3ccccc3)cs2)ccc1O
 : 5 | -2
O=S(=O)(NC(=NCc1ccccc1)c1ccc(F)cc1)c1ccccc1
 : 0 | -4
COc1ccc([C@H]2C[C@H](O)[C@@H](n3cc(COC(=O)c4ccccc4)nn3)CN2C(=O)C2CCCCC2)cc1
 : 15 | -5
Cc1scc2nc(C(=O)N3CCN(C4CCCCC4)CC3)nc(N3CCCC3)c12
 : 25 | 0
CCOC(=O)COc1ccccc1C1CC(c2cccs2)=NN1C(=O)c1ccco1 (stereo unspecified)
 : 2 | 0
O=C(NC1CCN(CC(=O)N(c2ccccc2)C2CCCCC2)CC1)c1ccccc1
 : nt | -9
CCOC(=O)C(=CNNc1ccsc1C(=O)OC)C(=O)OCC
 : nt | 4
CC(C)n1c(C2CCN(S(=O)(=O)c3ccccc3F)C2)nc2ccncc21 (stereo unspecified)
 : -2 | 0
COc1cccc(C=Nc2ccc(S(=O)(=O)Nc3cc(C)on3)cc2)c1O
 : 13 | -8
CC(C(=O)Nc1ccc(S(=O)(=O)Nc2nccs2)cc1)N1C(=O)c2ccccc2C1=O (stereo unspecified)
 : 19 | 22
O=C1CCCC(O)=C1C(C#Cc1ccccc1)C1=C(O)CCCC1=O
 : 87* | -2
ON=Cc1cc2c(cc1Br)OCO2
 : nt | -3
O=C(Nc1ccc(OC(F)(F)F)cc1)C(=O)Nc1cccc([N+](=O)[O-])c1
 : -1 | -2
O=C(Nc1ccn(Cc2ccc(F)cc2)n1)c1cnccn1
 : 4 | -3
COc1nc(-c2ccccc2)c2cc([N+](=O)[O-])ccc2n1
 : 0 | 0
Cc1c(Cc2ccccc2)sc(NC(=O)c2ccco2)c1C(N)=O
 : 49 | -56
Cn1c(=O)c(C(=O)NCc2ccccc2Cl)c(O)c2ccccc21
 : -5 | -2
O=C(Nc1ccc(Nc2cc(-n3ccnc3)ncn2)cc1)c1cccc(C(F)(F)F)c1
 : 17 | -7
COc1ccccc1-c1coc2cc(OCc3ccccc3C)ccc2c1=O
 : -11 | 0
O=C1OCC2=C1C(c1ccc(F)cc1)Sc1ccccc1N2 (stereo unspecified)
 : 2 | 1
O=C(NCC1(c2cccs2)CC1)c1ccsc1
 : -11 | -9

(further entries)
Below each SMILES – mHTT CaM bind | Pf apPOL inh
O=[N+]([O-])c1cccc(CN2CCN(c3ccccn3)CC2)c1
 : 3 | -1
CCOc1cc(-c2nc3ccccn3c2N=Cc2cc([N+](=O)[O-])cc([N+](=O)[O-])c2O)ccc1O
 : 6 | 2
COc1ccc(NCc2nnc3n2CCCCC3)cc1
 : 3 | -6
O=C(Nc1ccccc1)N1CCc2ccccc2C1
 : -8 | 1
CC(C)C(=O)Nc1cccn2nc(C3CCC3)nc12
 : -5 | 1
Cc1ccc(NC(=O)COc2ccc(Cl)cc2Cl)c([N+](=O)[O-])c1
 : 5 | -2
NC(=O)C1(N2CCCCC2)CCN(C2CC(=O)N(CCc3ccccc3)C2=O)CC1 (stereo unspecified)
 : -3 | -4
CCCCCNC(=O)c1ccc2c(c1)nc(C)n2-c1ccc(OC)cc1
 : 23 | 35
O=C(Nc1c2c(nn1-c1cccc(Cl)c1)CS(=O)(=O)C2)C12CC3CC(CC(C3)C1)C2
 : 3 | 0
O=c1c2scc(-c3ccc(F)cc3)c2ncn1Cc1ccccn1
 : -7 | -5
N#CC(C#N)=CNc1cccc(NC(=O)c2cccc(Cl)c2)n1
 : nt | -2&1
CCOC(=O)c1cc(N)n(-c2nc3cc(Cl)ccc3s2)n1
 : nt | -2
Cc1ccsc1C(=O)Nc1cccn2c(C3CCC3)nnc12
 : 18 | -2
CCn1nccc1C(=O)N1CCCC1c1ccccc1Cl (stereo unspecified)
 : -1 | -1
O=C(NCC#CCN1CCc2ccccc2C1)c1cc(-c2ccco2)on1
 : 17 | -9
COc1ccc(/C=C2/C(=O)N(c3ccccc3)N=C2C)c(OC)c1
 : 25 | 3
Cc1cc(-c2ccc3c(c2)CCN3C(=O)C2CCCO2)on1 (stereo unspecified)
 : 5 | 6
COc1cc(CNCc2cccnc2)cc(OC)c1
 : 5 | 5
O=C(O)CCCC(=O)c1c[nH]c2ccccc12
 : -2 | nt
C=CCNC(=O)C(=O)NC1CCC(C(C)(C)CC)CC1 (stereo unspecified)
 : 4 | -1
CC1=C(C(=O)Nc2cccc(C(F)(F)F)c2)C(c2ccc(N(C)C)cc2)C2=C(CCCC2=O)N1 (stereo unspecified)
 : 57* | -3
CCOc1ccc(NC(=O)Nc2nnc(Cc3ccc(OC)cc3)s2)cc1
 : -1 | 0
O=C1CCC[C@@H]2CC(Nc3ccc(F)cc3F)C[C@@H]3CCN1[C@H]23 (stereo partly specified)
 : -6 | -6
O=C(Nc1ccc(N2CCN(c3ccccc3)C2=O)nc1)c1ccc(Cl)cc1
 : -3 | -1
COc1cccc2cc(-c3cc(=O)oc4ccc(OC(C)=O)cc34)oc12
 : 6 | -2
Cn1cccc1C(=O)N1CC2CC(NC(=O)c3cccs3)C1C2 (stereo unspecified)
 : 1 | -1
CCOc1ccccc1NC(=O)N1CCCC1c1nc(-c2ccc(F)cc2F)no1 (stereo unspecified)
 : -6 | -1
c1ccc(-c2nc(COc3cccc4cccnc34)no2)cc1
 : -1 | 3
COc1cccc(-n2c(N3CCC(C(=O)NCC4CC4)CC3)nc3ccsc3c2=O)c1
 : -6 | -2
COc1ccc(CNC(=O)c2ccccc2SCc2ccccc2)cc1
 : -14 | -8
CC(=O)N(C)Cc1ccsc1
 : -1 | -2
Cc1cc(NC(=O)Nc2ccccc2)n(-c2ccccc2)n1
 : nt | 3
COc1ccc(C(=O)Nc2ccc(Cl)cn2)cc1OC
 : 0 | 2
COc1ccc(/C=C2\SC(=O)N(Cc3ccc(Cl)cc3)C2=O)cc1O
 : 32 | -1
CC(C)c1ccc(NC(=O)c2ccc(Cl)cc2)cc1
 : -7 | -18
CCN1CCN(S(=O)(=O)CCNC(=O)C2CC(=O)N(c3cccc(F)c3)C2)CC1 (stereo unspecified)
 : -6 | -4
CC(C)CC(=O)Nc1c(-c2ccc(Cl)cc2)nc2ccccn12
 : 21 | 1
COc1cc(C=O)ccc1OCCCCOc1ccc(F)cc1
 : -36 | -7
COc1ccc(-c2onc(C)c2C(=O)NCc2ccc(C)o2)cc1
 : -4 | 1
O=C(NC1CCCCC1)N1CCC(c2ccn3ncc(C(=O)N4CCCC4)c3c2)CC1
 : 7 | 5
O=S(=O)(c1ccc(F)cc1)N1CCCN(S(=O)(=O)c2ccc(F)cc2)CC1
 : -3 | -15
Cc1[nH][nH]c(=O)c1C(c1ccc(-c2cccc(C(=O)O)c2)o1)c1c(C)[nH][nH]c1=O
 : 18 | -8
